Screening results as filed in PubChem.
UTI89 phage lysis: inhibition of K1F phage lysis, E. coli UTI89, bacterial capsule biogenesis inhibitors, alamar blue (AID 488966); E. coli UTI89 K1F phage lysis, alamar blue, 2 h; higher % means a stronger effect; inhibition, % at 100 µM; hits with a dose series show IC50 in µM; 340,000 compounds, 0.02% hits;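 active = phage lysis inhibition, versus mean bacterial control, above a set limit; inconclusive = no clear call, values can overlap the other calls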;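 note: capsule biogenesis inhibitors block K1F phage lysis so surviving cells raise fluorescence; higher fluorescence means more inhibition of phage lysis; actives were called in the ten point dose series up to 300 µM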
GPR35 arrestin U2OS: GPR35 antagonists blocking zaprinast-driven arrestin recruitment, primary screen, imaging, U2OS, beta-arrestin-GFP, zaprinast agonist (AID 2058). G-protein coupled receptor 35 (Homo sapiens). U2OS GPR35 beta-arrestin-GFP translocation imaging, zaprinast antagonism; higher % means a stronger effect. inhibition, % at 10 µM; hits with a dose series show IC50 in µM. 290,000 compounds, 0.052% hits;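 active = inhibition of at least 50% with at least 30 cells and total cytoplasm GFP at most 10,000,000; inconclusive = under 30 cells or total GFP of 10,000,000 plus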
Siah-1 displacement: Siah-1 peptide-binding antagonists, primary screen, biochemical, fluorescence polarization, rhodamine-plectin, uHTS (AID 1817); one-dose displacement, % at 20 µM; IC50 in µM for titrated hits; Siah-1 / rhodamine-plectin peptide fluorescence polarization; higher % means a stronger effect; 290,000 compounds, 0.02% hits; E3 ubiquitin-protein ligase SIAH1 (Homo sapiens);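 active = displacement of at least 50% at 20 µM, with a fluorescence ratio check between 0.3 and a set limit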;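 note: plate controls were Siah plus tracer with DMSO for no effect and tracer alone without Siah for full effect; strong numbers were not always called active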
HIV peptide binding: inhibitors of HIV fusion peptide binding, primary screen, biochemical, uHTS, fluorescence dequenching (AID 1986); cell-free peptide binding, fluorescence dequenching, 30 min; higher % means a stronger effect; inhibition, % at 20 µM; hits with a dose series show IC50 in µM; 290,000 compounds, 0.3% hits; in the data active = inhibition mostly above about 52%, no sharp cut-off; inactive = mostly below about 76%; note: some results filed as inactive read as strong as hits
GPR55 activation: GPR55 agonists via beta-arrestin recruitment, primary screen, imaging, U2OS cells, beta-arrestin-GFP redistribution (AID 1961); G-protein coupled receptor 55 (Homo sapiens); U2OS GPR55 beta-arrestin-GFP redistribution imaging; higher % means a stronger effect; activation, % at 10 µM; hits with a dose series show EC50 in µM; 290,000 compounds, 0.048% hits;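 active = activation above 40% with more than 50 cells counted in the well; inconclusive = wells holding fewer than 50 cells, flagged as toxic or sparse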;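 note: U2OS osteosarcoma cells stably expressing GPR55 and beta-arrestin-GFP; plate controls were DMSO negative control for no effect and LPI positive control for full effect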
GPR55 LPI antagonism: GPR55 antagonists blocking LPI-driven arrestin recruitment, primary screen, imaging, U2OS, beta-arrestin-GFP, LPI agonist (AID 2013); G-protein coupled receptor 55 (Homo sapiens); inhibition, % at 10 µM; hits with a dose series show IC50 in µM; 290,000 compounds, 0.13% hits; U2OS GPR55 beta-arrestin-GFP translocation imaging, LPI antagonism; higher % means a stronger effect;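 active = spots per cell inhibited over 60%, with over 100 cells counted and total cytoplasm intensity under 500,000; inconclusive = wells with under 100 cells, flagged as likely toxic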;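 note: U2OS cells stably carrying GPR55 and arrestin-GFP stimulated by 5 µM LPI near EC80; imaged beta-arrestin-GFP aggregate spots per cell after agonist stimulation; plate controls were LPI-stimulated DMSO wells for no effect and DMSO wells without LPI for full effect; some results filed as inactive read as strong as hits; confirmed hits need IC50 under 10 µM and bright autofluorescent wells are also inconclusive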
AID2073: inhibitors of Mint1-CaV2.2 protein interaction, biochemical, HTRF (AID 2073); 290,000 compounds, 0.19% hits; HTRF protein-protein interaction, Mint1-CaV2.2; higher % means a stronger effect; Voltage-dependent N-type calcium channel subunit alpha-1B (Homo sapiens); one-dose inhibition, % at 20 µM; IC50 in µM for titrated hits; in the data active = inhibition mostly above about 51%, no sharp cut-off; inconclusive = no clear call, values can overlap the other calls; inactive = mostly below about 53%; note: some results filed as inactive read as strong as hits
NTR1 ag: agonists of NTR1, primary screen, imaging, U2OS cells, beta-arrestin-GFP, high content (AID 493036) | NTR1-U2OS beta-arrestin-GFP spot imaging, agonist mode | 330,000 compounds, 0.17% hits | activation, % at 20 µM;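 active = activation at or above 40% of the spot to cytoplasm intensity ratio, with at least 20 cells analyzed; inconclusive = wells under 20 cells, flagged as cytotoxic or low count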;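 note: 0% = DMSO without peptide and 100% = 100 nM NTR1 peptide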
Target sequence (P30989 whole entry, looked up): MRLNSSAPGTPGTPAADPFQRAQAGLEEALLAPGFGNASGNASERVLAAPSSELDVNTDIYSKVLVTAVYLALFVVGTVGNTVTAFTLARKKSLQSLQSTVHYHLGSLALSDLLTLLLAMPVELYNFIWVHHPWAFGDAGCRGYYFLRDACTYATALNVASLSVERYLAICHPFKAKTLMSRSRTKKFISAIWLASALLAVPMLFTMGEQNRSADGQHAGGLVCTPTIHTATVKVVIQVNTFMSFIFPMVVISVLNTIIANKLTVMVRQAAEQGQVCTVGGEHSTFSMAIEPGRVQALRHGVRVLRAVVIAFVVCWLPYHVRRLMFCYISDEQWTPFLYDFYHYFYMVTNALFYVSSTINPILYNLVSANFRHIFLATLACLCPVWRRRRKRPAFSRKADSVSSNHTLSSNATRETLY
Dengue-2 NS5 capping: Dengue-2 NS5 methyltransferase inhibitors, primary screen, biochemical, confirmation dose response (AID 588689) | Genome polyprotein (Dengue virus type 2 (strain 16681-PDK53)) | Dengue-2 NS5 methyltransferase capping enzyme assay, biochemical; higher % means a stronger effect | one-dose inhibition, % at 25 µM; IC50 in µM for titrated hits | 340,000 compounds, 0.3% hits; in the data active = a potency from the dose series; inconclusive = inhibition above about 29% without an active follow-up result
NTR1 ag cell count 20 µM: second read-out of NTR1 ag, no call of its own (marks repeat the call); cell count; measured here: cell count, cytotoxicity flag
Dengue-2 NS5 capping pilot replicate: recorded beside Dengue-2 NS5 capping, whose call it bears; inhibition, %; measured here: pilot screen replicate inhibition
* = called active by the depositor; u = inconclusive; x = not tested or not shown; [ ] = another dose, or the depositor's remark.

SMILES	UTI89 phage lysis	GPR35 arrestin U2OS	Siah-1 displacement	HIV peptide binding	GPR55 activation	GPR55 LPI antagonism	AID2073	NTR1 ag	NTR1 ag cell count 20 µM	Dengue-2 NS5 capping	others
COC(C[C@@H]1O[C@@H]1[C@H](O)COCc1ccccc1)OC	0.6%	6%	13%	2.3%	-0.1%	-6%	4%	-0.6	41	-4%
Cc1ccc(N2CCN(CCc3nc4cc(NC(=O)c5ccco5)ccc4n3C)CC2)cc1	0.5%	-6%	2%	-0.6%	0.3%	-4%	-3%	0.8	101	1%	Dengue-2 NS5 capping pilot replicate=4.4
O=C(c1cc(-c2cccnc2)nc2ccc(Br)cc12)N1CCN(c2ncccn2)CC1	0.3%	-1%	3%	20%	-0.2%	0%	u	5.3	50	-1%
CCn1ccnc1CN(C)Cc1nc(CCC(C)C)no1	0.4%	-4%	-3%	-1.3%	0.0%	-1%	5%	-0.9	47	-5%
CCOc1ccccc1NC1c2ccccc2C(=O)N1c1cccnc1 (stereo unspecified)	2.5%	14%	4%	-1.8%	-0.1%	-9%	0%	-1.3	54	3%
Cc1cccc(NC(=O)c2ccc(S(=O)(=O)C(F)F)cc2)c1C	2.3%[50 µM]	16%	-2%	2.0%	0.2%	4%	-1%	0.1	42	4%
O=[N+]([O-])c1ccc2[nH]c(O)c(N=NC3CS(=O)(=O)CC3O)c2c1 (stereo unspecified)	0.0%	-2%	5%	-2.6%	-0.1%	-3%	-15%	0.9	53	-7%
CCCCCNCc1cccc(Br)c1	-0.3%	-4%	8%	-2.3%	-0.1%	8%	1%	0.2	46	-1%
O=C(c1cc2nc(-c3cccs3)cc(C(F)(F)F)n2n1)N1CCCc2ccccc21	1.4%	0%	-6%	3.2%	0.0%	5%	20%	-0.2	101	-2%
CCOc1nc(C)nc(NC(=O)NS(=O)(=O)c2ccccc2Cl)n1	1.1%	-12%	-3%	2.7%	-0.1%	19%	-1%	-2.1	81	-7%
Cn1c(SCC(=O)O)nnc1C1CCCCC1	-1.8%	-12%	4%	-2.4%	-0.1%	26%	-9%	0.1	38	-4%
O=C(O)CCN1C(=O)/C(=C\c2ccncc2)SC1=S	0.3%	-11%	2%	-3.6%	0.0%	2%	-23%	1.7	43	-1%
COc1cc(CNc2ccc3[nH]c(=O)[nH]c3c2)cc(Br)c1OCC(=O)NC(C)(C)C	-0.3%	1%	0%	2.4%	0.6%	15%	-33%	14	97	3%	Dengue-2 NS5 capping pilot replicate=-1.5
O=CN(/C=C1\Sc2ccccc2C1=O)Cc1ccccc1	0.4%	-11%	2%	3.4%	0.6%	11%	-6%	1.4	59	16%	Dengue-2 NS5 capping pilot replicate=6.8
CCOC(=O)C(NC(=O)c1ccccc1)=C1CCCCC1	0.4%	-7%	-1%	-0.5%	-0.2%	5%	2%	2.5	54	16%
Fc1ccc(C2CCCCN2Cc2nc(CC3CC3)no2)cc1 (stereo unspecified)	0.1%	-1%	0%	-1.1%	-0.1%	0%	-2%	-0.8	91	-1%
C=CCn1c(O)c(N=NC(=O)c2cccnc2)c2cc(Br)ccc21	0.0%	8%	-6%	-1.5%	-0.2%	-13%	-1%	2.6	56	-20%
CC(C)N(CCC#N)C(=O)Nc1ccc2c(c1)CCO2	0.2%	19%	18%	-0.6%	-0.2%	14%	-10%	0.5	67	-3%
COc1ccc(/C=C/C(=O)c2ccncc2)c2ccccc12	1.8%	0%	3%	18%	u	4%	5%	2.4	45	-45%
O=C(CCNC(=O)C1CCN(S(=O)(=O)c2ccccc2)CC1)Nc1ccccc1	-0.3%	23%	-3%	-0.3%	-0.1%	-7%	6%	1.5	67	-8%

Part of the list above in order of heavy-atom count, highest first.
SMILES	UTI89 phage lysis	GPR35 arrestin U2OS	Siah-1 displacement	HIV peptide binding	GPR55 activation	GPR55 LPI antagonism	AID2073	NTR1 ag	NTR1 ag cell count 20 µM	Dengue-2 NS5 capping	others
O=C(c1cc(-c2cccnc2)nc2ccc(Br)cc12)N1CCN(c2ncccn2)CC1	0.3%	-1%	3%	20%	-0.2%	0%	u	5.3	50	-1%
O=CN(/C=C1\Sc2ccccc2C1=O)Cc1ccccc1	0.4%	-11%	2%	3.4%	0.6%	11%	-6%	1.4	59	16%	Dengue-2 NS5 capping pilot replicate=6.8
CC(C)N(CCC#N)C(=O)Nc1ccc2c(c1)CCO2	0.2%	19%	18%	-0.6%	-0.2%	14%	-10%	0.5	67	-3%
Cn1c(SCC(=O)O)nnc1C1CCCCC1	-1.8%	-12%	4%	-2.4%	-0.1%	26%	-9%	0.1	38	-4%

(more compounds)
SMILES	UTI89 phage lysis	GPR35 arrestin U2OS	Siah-1 displacement	HIV peptide binding	GPR55 activation	GPR55 LPI antagonism	AID2073	NTR1 ag	NTR1 ag cell count 20 µM	Dengue-2 NS5 capping	others
COc1ccc(C(=O)CN2C(=O)NC3(CCc4ccccc43)C2=O)cc1 (stereo unspecified)	0.4%[50 µM]	-1%	5%	2.1%	0.0%	18%	5%	-0.1	63	-4%
O=C(COC(=O)c1ccc([N+](=O)[O-])s1)NCc1ccccc1	-1.1%[50 µM]	2%	15%	5.0%	-0.2%	10%	-4%	-0.3	63	1%
OCCC1CN(Cc2cccn2-c2cccnc2)CCN1C1CCCCC1 (stereo unspecified)	0.1%	21%	-1%	2.8%	0.1%	-3%	2%	-0.5	61	-3%
Cc1ccc2[nH]c(=O)c(CN(CCN3CCOCC3)C(=O)Nc3ccc(F)cc3)cc2c1	1.9%	0%	3%	-0.7%	0.7%	21%	-10%	0.6	54	-9%
COc1ccc(OC)c(NC(=O)COC(=O)/C=C/c2ccccc2Cl)c1	1.9%[50 µM]	3%	-1%	1.5%	0.2%	-6%	12%	11	68	-1%
O=C(NCCc1ccc(Cl)cc1)c1n[nH]c2ccccc12	-0.6%	11%	3%	1.7%	-0.4%	0%	8%	-1.0	42	-1%
Cc1ccccc1NC1=C/C(=N\S(=O)(=O)c2ccc(C(=O)O)cc2)c2ccccc2C1=O	-2.0%	-12%	1%	10%	0.0%	0%	-8%	0.1	36	u
COc1ccccc1NS(=O)(=O)c1cccc(NC(=O)c2sc3ccccc3c2Cl)c1	0.3%	-23%	-2%	-2.4%	0.3%	13%	4%	1.4	66	1%
CC(C)(C)c1cc(C(=O)Nc2cccc3ccccc23)ccn1	0.1%	13%	-11%	-0.1%	-0.3%	-2%	-5%	2.1	69	-1%
C(=N\NC(=Nc1ccccc1)c1ccccn1)/c1ccccn1	0.0%[50 µM]	-6%	-3%	-1.6%	-0.2%	6%	-5%	0.3	67	0%
Cc1nc(C#N)c(NCc2ccc3c(c2)OCO3)o1	0.3%	2%	3%	-1.5%	-0.1%	-6%	-13%	0.0	45	3%
CC(C)c1ccc(OCC(=O)NNC(=S)NC(=O)c2cccs2)c(Br)c1	0.4%[50 µM]	2%	-2%	1.8%	0.0%	14%	-18%	1.8	42	2%
CC1CCCN(c2sc(S(C)(=O)=O)nc2S(=O)(=O)c2ccc(Cl)cc2)C1 (stereo unspecified)	-0.1%	22%	0%	-0.3%	-0.2%	2%	-2%	6.9	67	10%
CCOc1ccccc1NC(=S)Nc1ccccc1F	0.2%	27%	0%	-0.5%	0.3%	-10%	-17%	-1.0	31	-2%
CCOc1ccccc1Oc1c(C)oc2c(CN3CCN(C)CC3)c(O)ccc2c1=O	2.1%	-10%	-4%	1.6%	0.0%	5%	34%	3.6	68	-3%
CCc1nn(CC(=O)NCCCN(C)Cc2ccccc2)c(=O)c2cc3sc(C)cc3n12	-0.3%	-1%	3%	-1.1%	0.3%	-9%	13%	0.1	47	-5%
CC(Oc1ccc(Cl)cc1Cl)c1nc(-c2ccc(NC(=O)c3ccccn3)cc2)no1 (stereo unspecified)	0.5%	-13%	1%	2.8%	0.1%	-1%	17%	6.4	74	-3%
Cc1cc(C)n2nc(S(=O)(=O)NC3CCCCC3)nc2n1	1.0%	7%	-1%	-2.8%	0.2%	3%	2%	-1.1	60	-4%
COc1ccc(C2=Nn3c(nnc3-c3ccco3)SC2)cc1OC	0.3%	-9%	1%	-0.3%	-0.1%	8%	-4%	2.5	83	-5%
O=C1c2ccccc2C2(c3ccc(F)cc3)NCCN12 (stereo unspecified)	0.0%	7%	10%	1.9%	0.2%	-6%	-5%	-0.7	28	-5%
Cc1cc(N2CCCC2=O)cc(C)c1S(N)(=O)=O	2.2%	-16%	4%	0.9%	-0.1%	5%	2%	-0.8	53	0%
O=C(Oc1cccc(N2C(=O)CCC2=O)c1)C1CC(=O)N(c2ccc(Br)cc2)C1 (stereo unspecified)	-0.2%[50 µM]	5%	-1%	1.2%	-0.1%	4%	-2%	1.6	54	-18%
O=C(COC(=O)C12CC3CC(CC(C3)C1)C2)NCc1ccco1	0.5%	-12%	3%	2.4%	-0.1%	0%	8%	-0.8	39	-1%
Nc1nc(Sc2ncccc2[N+](=O)[O-])n[nH]1	x	-3%	-4%	-2.0%	-0.3%	-1%	16%	-0.1	44	x
COc1cc(NC(=O)CSc2nc3c(c(=O)n(C)c(=O)n3C)n2C)cc(OC)c1	0.3%	-2%	8%	0.2%	-0.1%	-12%	3%	1.1	41	-3%
COCC(=O)Nc1nc2n(n1)C(c1ccc(OC)cc1)CC(c1ccc(OC)cc1)N2 (stereo unspecified)	-0.2%	8%	1%	1.3%	-0.1%	1%	1%	x	x	0%
Fc1ccccc1C1CCN(Cc2nc(COc3ccccc3)no2)C1 (stereo unspecified)	-0.4%	-8%	6%	1.8%	0.5%	7%	4%	0.1	55	-9%
CC1=C(C)CS(=O)N(S(=O)(=O)c2ccccc2)C1 (stereo unspecified)	-0.5%	-7%	5%	-2.1%	0.7%	29%	42µM*	9.4	66	-33%
CN(CCN1CCOCC1)C(=O)CC1C(=O)NCCN1Cc1ccccc1F (stereo unspecified)	0.1%	-10%	9%	0.2%	0.3%	16%	3%	0.1	100	1%

Random draw from the library, and some 1.2% of all compounds hit somewhere here.
